IDE cell inh: human IDE inhibitors in live cells, primary screen, fluorescence polarization, HEK cells, FAbetaB substrate. Insulin-degrading enzyme (Homo sapiens), P14735. FAbetaB cleavage. inhibition, % at 5.59 µM. hit rate 0.41% among 320,000. AID 434962, 2010;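 active = percent inhibition above the average of all tested compounds plus 3 SD, set per screening campaign, cut at about 16% in these data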;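 also: IDE supplied by intact live HEK cells; FP after avidin binding of uncleaved biotin substrate so inhibition keeps polarization high; 0% = DMSO wells and 100% = 60 µM reference IDE inhibitor Ii1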
Target sequence (P14735 whole entry, looked up): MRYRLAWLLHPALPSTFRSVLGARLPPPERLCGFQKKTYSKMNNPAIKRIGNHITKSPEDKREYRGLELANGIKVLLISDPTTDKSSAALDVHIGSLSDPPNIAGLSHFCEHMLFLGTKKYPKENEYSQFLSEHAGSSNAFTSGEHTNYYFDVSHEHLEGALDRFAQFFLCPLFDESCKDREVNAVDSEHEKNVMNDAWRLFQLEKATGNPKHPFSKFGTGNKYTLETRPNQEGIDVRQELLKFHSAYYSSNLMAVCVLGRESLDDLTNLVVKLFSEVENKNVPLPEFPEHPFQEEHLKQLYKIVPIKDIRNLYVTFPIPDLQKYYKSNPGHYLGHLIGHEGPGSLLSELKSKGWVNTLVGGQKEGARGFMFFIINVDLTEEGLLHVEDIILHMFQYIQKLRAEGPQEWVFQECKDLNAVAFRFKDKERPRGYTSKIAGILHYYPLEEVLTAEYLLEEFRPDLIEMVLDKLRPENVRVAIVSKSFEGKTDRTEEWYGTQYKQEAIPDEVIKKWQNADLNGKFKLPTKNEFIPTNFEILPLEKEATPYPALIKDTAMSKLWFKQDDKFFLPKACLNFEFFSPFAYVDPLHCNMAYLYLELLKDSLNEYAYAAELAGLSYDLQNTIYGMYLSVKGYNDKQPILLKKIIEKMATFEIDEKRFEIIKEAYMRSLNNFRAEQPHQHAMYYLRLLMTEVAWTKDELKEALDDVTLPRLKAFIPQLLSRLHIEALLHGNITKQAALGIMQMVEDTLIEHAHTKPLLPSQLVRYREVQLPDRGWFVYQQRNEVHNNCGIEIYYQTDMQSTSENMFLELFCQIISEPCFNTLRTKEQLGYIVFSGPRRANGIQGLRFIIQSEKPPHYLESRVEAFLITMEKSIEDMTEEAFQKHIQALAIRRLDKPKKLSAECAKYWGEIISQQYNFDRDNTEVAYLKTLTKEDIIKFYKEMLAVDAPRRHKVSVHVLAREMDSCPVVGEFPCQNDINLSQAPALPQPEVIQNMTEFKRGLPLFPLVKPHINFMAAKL
IDE cell activ: human IDE activators in live cells, primary screen, fluorescence polarization, HEK cells, FAbeta-B substrate | FAbeta-B cleavage; 0% vehicle, 100% cell-free pure enzyme wells | activation, % at 5.96 µM | hit rate 0.073% among 340,000;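 active = activation above the mean of all tested compounds plus 3 SD, set per screening campaign, cut at about 17% in these data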
Starred values were filed as active, the others as inactive. An excerpt; rates above refer to the full screens.

Results follow in this order: IDE cell inh	IDE cell activ
Cc1ccc(NC(=O)CN2C(=O)NC(C)(c3ccc4c(c3)OCO4)C2=O)cc1 (stereo not drawn)
  4	0
COc1cc(/C=C/C(=O)OC(C)C(=O)NC2CCCCC2C)cc(Cl)c1OC (stereo not drawn)
  7	2
CCC1CCCCN1C(=O)CSc1nnc2nc(C)cc(C)n12 (stereo not drawn)
  3	-3
CC[C@@]12C(=O)N(c3cccc(F)c3)C(=O)N1[C@H](c1ccc(OC)cc1)[C@@H]1C(=O)N(C(C)(C)C)C(=O)[C@@H]12
  1	0
Cc1cc(C)n2c(SCC(=O)Nc3ccccc3C#N)nnc2n1
  -3	3
O=C(NCCC(=O)N(Cc1ccco1)Cc1cccs1)c1ccc(Br)cc1
  5	2
CCCCCCSc1ccc([C@@H]2[C@@H]3C(=O)N(C)C(=O)[C@@H]3[C@]3(C(=O)OC)CCCCN23)cc1
  -4	1
Cc1cc(-n2c(C)cc(C(=O)CSc3ccccn3)c2C)no1
  -1	4
CSc1ccc(COC(=O)CCS(=O)(=O)c2ccc(C)cc2)cc1
  0	-8
O=C(CN1C(=O)NC2(CCCC2)C1=O)OCCOc1cccc(Br)c1
  6	-2
O=C(NN=Cc1ccc(F)cc1)c1ccccc1NS(=O)(=O)c1cccs1
  1	-2
CCCCn1c(N)c(N(CCOC)C(=O)C(C)Oc2ccc(Cl)cc2)c(=O)[nH]c1=O (stereo not drawn)
  0	3
Cc1nnc(SCC2=C(C(=O)O)N3C(=O)C(NC(=O)Cc4ccccc4)C3SC2)s1 (stereo not drawn)
  -1	-5
CC(Sc1ccc(Cl)cc1)C(=O)NCC(c1ccco1)N1CCCCC1 (stereo not drawn)
  4	-5
COc1ccc2sc(-c3ccccc3OC)c(C#CCCO)c2c1
  9	-5
CCN(CC)CCn1c2c(c(SCC(=O)Nc3ccc(C)c(F)c3)nc1=O)CCC2
  4	5
CCN(C(=O)CSc1nc2ccccc2c(=O)n1Cc1ccc(C)cc1)C1CCS(=O)(=O)C1 (stereo not drawn)
  1	7
Cc1ccc(S(=O)(=O)N2CCC3(CC2)OCCN3S(=O)(=O)c2cccs2)cc1
  7	-1
CCOC(=O)[C@H]1[C@H]2COc3ccc(OC)cc3[C@@H]2N2C(=O)CN(Cc3ccc(Cl)cc3)C(=O)[C@@]12C
  2	2
Cc1ccc(Cl)c(OCC(=O)OCC(=O)c2ccc[nH]2)c1
  3	1
Cc1ccc(S(=O)(=O)N(C)c2ccc(OCC(=O)OCC(=O)N(CC#N)c3ccccc3)cc2)cc1
  5	4
CCOc1ccc2oc(C(=O)N(CC)CC(=O)Nc3ccc(NC(C)=O)cc3)c(C)c2c1
  -1	1
COc1cc(C(=O)Nc2cc(C)ccc2C)ccc1OCc1c(C)noc1C
  1	5
CCOc1ccc(S(=O)(=O)NCC(=O)OCc2nnc(-c3ccccc3)o2)cc1
  1	3
CCCn1nc(C(=O)N(C)CC(=O)Nc2ccc(OCC)c(OCC)c2)c2ccccc2c1=O
  6	2
CSC(C(=O)c1cc2ccccc2o1)c1ccccc1 (stereo not drawn)
  3	4
CC(NC(=O)CN1c2cccc3cccc(c23)S1(=O)=O)c1ccc(S(N)(=O)=O)cc1 (stereo not drawn)
  -4	3
CCCCn1c(N)c(N(CC(C)C)C(=O)CCNC(=O)c2ccc(Cl)cc2)c(=O)[nH]c1=O
  0	1
O=C(CSc1ccccn1)Nc1ccc2[nH]c(=O)[nH]c2c1
  2	1
CN(C(=O)Cn1nnc(-c2ccccc2)n1)C1CCS(=O)(=O)C1 (stereo not drawn)
  2	1
CCOC(=O)C1CCN(C(=O)c2cccc(S(=O)(=O)N3c4ccccc4CC3C)c2)CC1 (stereo not drawn)
  -5	3
COc1ccc(NC(=O)Cn2c(=O)cnc3ccccc32)cc1S(=O)(=O)N1CCCCC1
  -2	-3
CC1(c2ccccc2)NC(=O)N(CC(=O)Nc2ccc(N3CCOCC3)cc2)C1=O (stereo not drawn)
  2	3
C/C(=N\NS(=O)(=O)c1ccc(Br)cc1)c1ccc(-n2ccnc2)cc1
  6	0
Cc1cc(O)c(CN2CCN(S(=O)(=O)c3cccs3)CC2)cc1C(C)C
  5	-3
O=C(CNC(=O)c1ccc(Cl)cc1Cl)OCC(=O)N1CCCC1=O
  4	-1
Cc1ccc(NC(=O)COC(=O)c2ccc3c(c2)OCCO3)cc1
  2	0
Cn1c(SCc2ccc(F)cc2Cl)nc2ccccc2c1=O
  -3	0
COc1cccc(CNC(=O)Cc2ccc(OC)c(S(=O)(=O)N3CCOCC3)c2)c1
  9	2
CC1CN(C(=O)COc2coc(CN3CCc4ccccc4C3)cc2=O)CC(C)O1 (stereo not drawn)
  -1	2
CCN(CC(=O)Nc1c(F)cccc1F)C(=O)C1CCC1
  -1	-2
COc1ccccc1CNC(=O)CSc1ncc(C(=O)Nc2ccccc2)c(=O)n1C
  0	3
O=C(CN1C(=O)NC2(CCCC2)C1=O)N1CCN(S(=O)(=O)c2cccc(C(F)(F)F)c2)CC1
  -8	5
CCCCn1c(N)c(N(CC(C)C)C(=O)CCNC(=O)c2ccc(Br)cc2)c(=O)[nH]c1=O
  -5	4
CC(=O)Nc1ccc(NS(=O)(=O)c2ccc(OC(C)C(=O)N3CCOCC3)cc2)cc1 (stereo not drawn)
  1	2
CCC(C(=O)OCC(=O)NC1CCS(=O)(=O)C1)c1ccccc1 (stereo not drawn)
  1	1
O=C1CC2(CCN(C(=O)C3CC(=O)N(c4ccccc4)C3)CC2)Oc2ccccc21 (stereo not drawn)
  -5	3
COc1cc2cnc(-c3ccccc3)c(-c3ccc(C#N)cc3)c2cc1OC
  -4	-6
O=C(Nc1ccc(Br)cn1)c1cccc2ccccc12
  8	1
COc1ccc(NS(=O)(=O)c2ccc(NC(=O)c3ccccn3)cc2)cc1
  1	3

Continuation.
Results follow in this order: IDE cell inh	IDE cell activ
COc1cc(OC)cc(-c2c(-c3ccc(F)cc3)c3cc(-c4ccc5cc[nH]c5c4)ccc3n2C)c1
  -2	-1
COc1ccc(CN(C)C(=O)c2ccccc2OCc2c(C)noc2C)cc1OC
  -1	-2
CCC(C)(C)C1CCc2[nH]nc(C(=O)NCc3ccc(OC)cc3)c2C1 (stereo not drawn)
  5	7
COc1ccc2oc(C(=O)OCC(=O)N3CCCC3=O)c(C)c2c1
  7	0
O=C(COC(=O)/C=C/c1cccc(C(F)(F)F)c1)NCCN1C(=O)CSC1=O
  5	4
O=C(Cn1c(NCCCCl)nc2ccccc21)c1ccccc1
  -2	0
O=C(CCS(=O)(=O)c1ccc(F)cc1)N1CCN(c2ccccc2)CC1
  -6	3
CCOc1cc(N2CCOCC2)c(OCC)cc1NC(=O)CN1C(=O)NC2(CCCCC2)C1=O
  3	4
Cc1ccccc1NC(=O)COC(=O)c1ccc(S(=O)(=O)N2CCCC2)cc1
  -5	-7
NCc1ccccc1CS(=O)(=O)N1CCOCC1
  2	-4
COc1ccc(C(=O)Nc2cccc(-c3csc(C)n3)c2)cc1S(=O)(=O)N1CCCC1
  -2	3
Cc1c(NC(=O)COC(=O)CSc2ccc([N+](=O)[O-])cc2)c(=O)n(-c2ccccc2)n1C
  1	-1
COc1ccc(CC(=O)NNC(=O)CN(C)S(=O)(=O)c2ccc(Cl)cc2)cc1OC
  7	5
CC[C@H](C)[C@H](NC(=O)OCc1ccccc1)C(=O)OCC(=O)Nc1ccc(N2CCOCC2)cc1
  -2	4
CCOC(=O)c1sc(NC(=O)CN2C(=O)C3CC=CCC3C2=O)nc1C (stereo not drawn)
  6	3
O=C(NNC(=O)C1CC=CCC1)c1cccc(Br)c1 (stereo not drawn)
  4	3
CSc1cccc(N2CC(C(=O)Nc3ccccc3N3CCCC3)CC2=O)c1 (stereo not drawn)
  16*	-4
Cc1ccc(NC(=O)c2ccccc2F)c(NC(=O)c2ccccc2F)c1
  -4	0
CCN1C(=O)[C@H]2[C@@H](c3ccc(-c4cccc(Cl)c4)cc3)N3CCCC[C@@]3(C(=O)OC)[C@H]2C1=O
  10	2
O=C1CN(C(=O)COC(=O)c2ccco2)c2ccccc2N1
  2	1
COc1ccc(CCC(=O)NNC(=O)c2cccs2)cc1
  -5	2
CC(C)C[C@H](NC(=O)c1nc[nH]c1C(=O)NCCNC(=O)OC(C)(C)C)C(=O)CNCCNC(=O)c1[nH]cnc1C(=O)N[C@@H](C)C(=O)OC(C)(C)C
  2	-1
CC1(C)Cc2cccc(OCC(=O)OCC(=O)NCc3ccc(F)cc3)c2O1
  0	0
CCc1noc(C)c1C(=O)OC(C)C(=O)Nc1ccc(Cl)cn1 (stereo not drawn)
  -4	4
O=C1CCC/C=C\C[C@@H](CC(=O)N(CCO)Cc2ccccc2)C(=O)N[C@H](Cc2c[nH]c3ccccc23)CO1
  1	3
COCCN(C(=O)COC(=O)CCCOc1ccccc1)c1c(N)n(Cc2ccccc2)c(=O)[nH]c1=O
  7	2
CCN(CC(=O)NCc1ccc(F)cc1)C(=O)c1ccc2c(c1)OCO2
  7	0
Cc1cccnc1
  0	8
COc1ccc(Cl)cc1NC(=O)CN(C)C(=O)c1ccc(-n2nc(C)cc2C)cc1
  -2	3
O=C(NCc1ccccc1CN1CCOCC1)c1ccc(-n2cccn2)cc1
  3	4
CCN(CC(=O)Nc1c(F)cccc1F)C(=O)c1cc2c(cc1Cl)N1CCCCCC1=NS2(=O)=O
  0	-2
O=C1C(SCCO)=C(SCCO)C(=O)c2ccccc21
  53*	-121
O=C1Nc2c(Br)cccc2C1=O
  0	-7
CN(c1ccccc1)S(=O)(=O)c1ccc(Cl)c(C(=O)Nc2ccncc2)c1
  -4	1
O=C(Nc1ccon1)c1nc[nH]c1C(=O)N1CCN(c2ccccc2)CC1
  -4	2
N#C/C(=C\c1ccc(Cl)cc1)C(=O)NC1CC1
  2	6
COc1ccc(CN(C)C(C)C(=O)Nc2ccc(S(=O)(=O)N3CCCCC3)cc2)c(OC)c1 (stereo not drawn)
  6	1
O=C1CC(NS(=O)(=O)c2cccs2)CN1c1ccc(F)cc1 (stereo not drawn)
  1	3
COc1cccc(NC(=O)CN(C)C(=O)[C@@H]2CCCN2C(=O)c2cccs2)c1
  5	3
Cc1nnc(NC(=O)C(C)Sc2nnc(CNC(=O)c3ccccc3F)n2C)s1 (stereo not drawn)
  2	4
CC1CCCN(S(=O)(=O)c2ccc(NC(=O)C3CC(=O)N(C(C)(C)C)C3)cc2)C1 (stereo not drawn)
  -1	5
O=C(c1cc(C2CC2)nn1-c1ccccc1)N1CCN(Cc2ccc(Cl)cc2)CC1
  -4	8
Nc1c(C(=O)Nc2ccc3c(c2)OCCO3)nnn1Cc1cccc(F)c1
  -1	4
CCN(C(=O)COC(=O)c1ccco1)c1cccc2ccccc12
  2	3
Cc1c(NS(=O)(=O)c2ccc(C(=O)NCc3ccc(F)cc3)cc2)c(=O)n(-c2ccccc2)n1C
  0	-2
OCC[C@H]1C[C@@H](O)[C@H](O)[C@@]2(Cc3ccccc3CO2)O1
  -7	5
CC1CC(C)CN(CC(=O)Nc2cc(S(=O)(=O)N3CCOCC3)ccc2N2CCCC2)C1 (stereo not drawn)
  5	3
Cc1ccc(S(=O)(=O)N2CCOCC2)cc1NC(=O)c1cc([N+](=O)[O-])ccc1N1CCOCC1
  -6	2
COc1cc(CCCN2CCNC[C@@H]2Cc2ccc(O)cc2)cc(OC)c1OC
  2	1
CCN(C[C@H]1N[C@@](C)(C(=O)OC)[C@H]2C(=O)N(Cc3ccccc3)C(=O)[C@@H]12)C(=O)c1ccc(C(C)(C)C)cc1
  -6	4

Remaining list, next part:
Results follow in this order: IDE cell inh	IDE cell activ
CCC(CO)Oc1cc(NCc2ccccc2OC)c2ncn(C(C)C)c2c1 (stereo not drawn)
  -1	4
CCc1noc(C)c1C(=O)N1CCN(S(=O)(=O)c2c(C)c(C)cc(C)c2C)CC1
  -7	3
CCN(C(=O)COC(=O)/C=C/c1ccc(F)cc1)C1CCCCC1
  4	5
O=C(CCNS(=O)(=O)c1ccccc1F)N1CCN(S(=O)(=O)c2cccc(F)c2)CC1
  -1	4
Cc1ccc(-c2nn(Cc3ccccc3)cc2C(=O)N2CCN(c3ccccn3)CC2)cc1
  10	5
CN(CC(=O)Nc1ccc(C(N)=O)cc1)S(=O)(=O)c1ccc2c(c1)OCCO2
  12	2
CC(Oc1cccnc1[N+](=O)[O-])C(=O)Nc1ccc(Cl)cn1 (stereo not drawn)
  -3	5
CN(C)C(CNC(=O)CCNC(=O)c1ccccc1Cl)c1ccco1 (stereo not drawn)
  -3	-2
Cc1ccc2nc(SCC(=O)Nc3ccccc3F)nc(=O)n2c1
  0	0

Source: PubChem
